phage Ecoli inh – E. coli growth loss with phage present | growth absorbance | inhibition, % at 11.9 µM | hit rate 0.26% among 360,000 | AID 651602; in the data active = inhibition above about 11%
Ecoli viability – reduces bacterial viability in AddAB counter-screen; hit rate 0.27% among 330,000; inhibition, % at 11.9 µM; E. coli V3065 growth, OD600 absorbance, 18 h;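 active = inhibition above the campaign's mean inhibition across all tested compounds plus 3 SD, cut at about 9.9% in these data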;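 note: uninfected addAB+ strain grown without phage in ampicillin broth; 0% = DMSO wells and 100% = ciprofloxacin 0.95 µg/ml wells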
MITF act – MITF TRPM1 promoter activation in melanoma cells; SK-MEL-5 TRPM1-promoter luciferase, 24 h; % of positive control, neutral wells = 0; activation, % at 12.5 µM; hit rate 0.75% among 300,000; AID 588334;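 active = mean activation of at least 80% with every replicate also reaching 80%; inconclusive = mean reaches 80% but some replicate falls short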;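 note: 0% = neutral control wells and 100% = parthenolide positive control wells; values of inactives mirror those of a sister screen read the other way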
Wnt act – activates Wnt/beta-catenin signaling in a reporter cell assay; activator, plate reader; hit rate 1.2% among 300,000; AID 743398; activation, % at 9.35 µM; in the data active = activation above about 30%, passing the limit was not always enough; inconclusive = no clear call, values can overlap the other calls;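 note: 0% = neutral control wells and 100% = positive control wells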
Tat export inh – blocks Tat-dependent protein export in E. coli; AID 488895; hit rate 0.036% among 340,000; inhibition, % at 10 µM; E. coli MC4100 TorA-mCherry Tat export, fluorescence;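 active = mean replicate inhibition at least 50% and at least half of replicates individually reaching 50%; inconclusive = only one of the two criteria met; inactive = neither criterion met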;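 note: exported cargo escapes ClpAP degradation while cytoplasmic cargo is degraded and loses fluorescence; 0% = median of neutral control wells and 100% = median of NaSCN control wells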
SR-BI DiI inh – mouse SR-BI HDL lipid transfer inhibition. ldlA[mSR-BI] CHO cells, DiI-HDL uptake fluorescence, 3 h. inhibition, % at 12.5 µM. hit rate 0.96% among 320,000. Q61009;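 active = mean replicate inhibition of at least 70% and a set share of replicates each scoring 70 or more; inconclusive = meets just one of the two criteria; inactive = fails both criteria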;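 note: 0% = median of neutral control wells and 100% = median of positive control wells; values of inactives mirror those of a sister screen read the other way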
Target sequence (Q61009 whole entry, looked up): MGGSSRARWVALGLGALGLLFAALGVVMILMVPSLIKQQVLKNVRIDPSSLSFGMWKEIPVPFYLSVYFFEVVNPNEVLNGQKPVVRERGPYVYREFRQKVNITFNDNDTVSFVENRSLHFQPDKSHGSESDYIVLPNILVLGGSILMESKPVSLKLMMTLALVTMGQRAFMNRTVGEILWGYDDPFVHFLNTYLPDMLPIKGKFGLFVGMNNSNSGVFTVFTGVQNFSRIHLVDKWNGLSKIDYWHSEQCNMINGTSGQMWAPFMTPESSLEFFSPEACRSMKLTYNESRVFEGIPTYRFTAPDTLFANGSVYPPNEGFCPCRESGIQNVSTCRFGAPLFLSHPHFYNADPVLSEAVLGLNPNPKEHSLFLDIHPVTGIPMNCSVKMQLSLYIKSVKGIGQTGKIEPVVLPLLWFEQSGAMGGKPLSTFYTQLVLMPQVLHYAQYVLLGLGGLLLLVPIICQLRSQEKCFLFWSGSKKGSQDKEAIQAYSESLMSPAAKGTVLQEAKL
CAL PDZ FP-1 – human CAL PDZ-peptide interaction inhibition; purified CAL PDZ, TMR-peptide fluorescence polarization, 1 h; inhibition, % at 20 µM; hit rate 0.02% among 330,000; AID 504414;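 active = highest replicate inhibition of at least 40%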;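 note: plate controls were DMSO neutral control wells for no effect and unlabeled competitor peptide control wells for full effect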
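Test system: tagged CAL PDZ domain / Buffer or medium: sodium phosphate/NaCl buffer pH 7.4 with TCEP, IgG, Thesit / Reagent: TMR-labelled reporter peptide T*-PRC34 bound in PDZ groove / Compound dosing: single point, 20 µM / Schedule: 1 h incubation at room temperature before polarization reading / Technique: fluorescence polarization (mP) / Benchmarks: unlabelled peptide, DMSO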
CAL PDZ FP-2 – CAL PDZ (human) peptide binding inhibition; Q9HD26; purified CAL PDZ, TMR-peptide fluorescence polarization, 1 h; inhibition, % at 24.9 µM; hit rate 0.92% among 300,000; AID 602252;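 active = mean inhibition of at least 30% with at least half of replicates also reaching 30%; inconclusive = no clear call, values can overlap the other calls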;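 note: 0% = DMSO neutral control and 100% = excess unlabeled competitor peptide PRC23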
AddAB inh – less growth of phage-infected E. coli with AddAB | E. coli expressing H. pylori AddAB, absorbance growth | inhibition, % at 11.9 µM | hit rate 0.29% among 330,000; in the data active = inhibition above about 12%;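 note: 0% = vehicle wells of infected cells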
SR-BI uptake up – enhances SR-BI lipid uptake from DiI-HDL; CHO ldlA[mSR-BI] cells, DiI-HDL uptake fluorescence, 3 h; 100 = double the neutral-control signal; activation, % at 12.5 µM; hit rate 0.096% among 320,000; AID 504775;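 active = mean replicate activation of at least 60% and every replicate at or above 60%; inconclusive = mean or all-replicate condition met, but not both; inactive = mean below 60% and not all replicates reaching 60%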;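 note: 0% = median plate neutral-control signal and 100% = twice that signal; values of inactives mirror those of a sister screen read the other way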
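system = CHO ldlA[mSR-BI] cells, LDL receptor-null, SR-BI overexpressing | medium = Ham's F12 with 0.5% BSA, HEPES 25 mM, pH 7.4 | probe or stimulus = DiI-HDL 10 µg/mL | compound dosing = single-point compound dose | incubation = compound exposure 3 h, 37 °C | technique = DiI fluorescence, bottom read | read-out = cell-associated DiI fluorescence as measure of HDL uptake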
* hit, by the source's call; ? = inconclusive; . = not tested or not shown.

SMILES,phage Ecoli inh,MITF act,Wnt act,Tat export inh,AddAB inh,CAL PDZ FP-2,SR-BI DiI inh,CAL PDZ FP-1,Ecoli viability,SR-BI uptake up
Cc1nnc(N2C(=O)C(=O)/C(=C(\O)c3ccc4c(c3)CC(C)O4)C2c2ccccc2)s1 (centres undefined),1.0,21.2,1.4,-7.4,3.2,1.7,-23.3,-2.5,2.5,23.3
Cc1nc(N2CCN(Cc3ccc(Cl)cc3)CC2)c2oc3ccccc3c2n1,1.3,6.9,0.1,-6.3,1.5,.,-3.5,0.7,-0.7,3.5
O=C(Cc1ccccc1[N+](=O)[O-])N1CCN(S(=O)(=O)c2ccccc2)CC1,0.9,-22.5,0.2,5.1,-0.2,-0.2,1.7,-1.7,2.3,-1.7
COc1ccc(C(=O)Nc2c(O)ccc3ccccc23)cc1OC,0.3,-15.4,1.4,-8.2,0.0,-1.3,46.8,-0.1,0.2,-46.8
COc1cc(/C=C2/C(=O)ON=C2C)ccc1OCc1ccccc1F,0.6,16.3,48.1*,-0.6,0.0,-3.2,-15.4,0.2,-2.4,15.4
CCOC(=O)c1cnc2c(C(=O)OCC)cnn2c1N,1.2,.,-0.8,.,-0.1,.,.,.,-1.7,.
Cn1c(=O)cc(OCC(=O)NC2CCCCC2)c2ccccc21,2.5,.,-1.5,2.6,5.8,-1.8,3.5,-2.5,1.6,-3.5
O=C(Cc1ccc(Cl)c(Cl)c1)N1CCOCC1,3.9,-12.0,-2.0,-2.2,-1.6,-2.4,8.2,-1.1,0.6,-8.2
CSCCC(NC(=O)CCC(=O)OCC(=O)[C@@]1(O)CCC2[C@@H]3CCC4=CC(=O)C=C[C@]4(C)C3[C@@H](O)C[C@@]21C)C(=O)O (some centres undefined),0.8,8.9,2.2,4.0,-1.3,5.6,-52.1,1.2,-0.8,52.1
CCN1/C(=N\N)c2cccc3cccc1c23,3.0,-12.0,-0.9,-5.1,1.2,2.6,-25.4,-6.9,-1.2,25.4
CN(C)S(=O)(=O)c1ccc(C(=O)Nc2ccc3nc(N4CCOCC4)sc3c2)cc1,3.3,13.4,-2.6,4.5,7.1,-1.1,23.2,-0.8,4.2,-23.2
CCCOc1ccccc1/C=C1\SC(N)=NC1=O,-0.4,.,-3.2,-12.5,.,-5.5,13.9,-1.5,.,-13.9
COc1ccc(N(CC(=O)NCc2ccc3c(c2)OCO3)S(=O)(=O)c2ccc(O)c(C(=O)O)c2)cc1,1.5,-5.9,-1.3,11.1,.,-4.1,-14.5,-0.3,.,14.5
CCCCCNC(=O)[C@@H]1CSC2c3ccccc3C(=O)N21 (some centres undefined),1.4,2.6,-1.6,-8.7,-1.0,-3.1,0.2,-0.8,-2.3,-0.2
Cc1nn(-c2cccc(C(F)(F)F)c2)c(=O)c2ccccc12,3.6,-8.8,-1.6,6.4,4.5,.,20.2,-0.7,-2.4,-20.2
O=C(O)c1ccc(-n2nnnc2SCc2ccccc2Br)cc1,2.6,12.9,3.1,-8.4,0.1,-9.0,-9.8,.,1.8,9.8
OCCNCCCCOc1ccc(F)cc1,3.6,-0.5,.,-6.3,1.6,-3.8,-5.3,0.4,2.4,5.3
C/C(N)=C(/C#N)C(=O)COC(=O)CCCNC(=O)c1ccc(Cl)cc1,1.4,2.0,-2.1,-0.4,1.4,0.0,-27.6,-1.6,0.2,27.6
COc1cc(S(=O)(=O)N2CCOCC2)ccc1NC(=O)CSc1n[nH]c(=O)[nH]c1=O,-0.7,-2.6,-2.1,-6.0,1.9,0.0,-25.5,-2.9,-0.1,25.5
O=C1c2ccccc2C(Nc2ccc3c(c2)OCO3)N1Cc1ccco1 (centres undefined),2.5,-7.2,2.2,-11.7,-2.6,.,5.8,0.5,-1.8,-5.8
COc1ccc(C=NNC(=O)NN=Cc2ccc(OC)c(OC)c2)cc1OC,1.9,45.5,22.1,3.0,.,-3.8,11.7,-0.5,.,-11.7
CC(Oc1ccc2c(=O)c(-c3ccc(Cl)cc3)c(C(F)(F)F)oc2c1)C(=O)O (centres undefined),4.8,4.6,0.6,-1.7,2.8,-4.7,.,-1.7,1.0,.
S=C(NCCC(c1ccccc1)c1ccccc1)Nc1ccc(Cl)cc1,2.5,0.9,.,6.0,7.5,-2.9,6.9,-2.6,7.3,-6.9
Cn1c(O)c(/C=N/Nc2ccccc2)c(=O)n(C)c1=O,4.0,3.6,-3.1,1.7,2.6,-0.9,-1.8,-0.4,-1.0,1.8
O=C(CSc1ccc(Cl)cc1)Nc1ccc(N2CCN(C(=O)c3ccco3)CC2)cc1,3.0,-19.5,.,-6.5,-1.8,-7.2,55.4,-1.3,-2.1,-55.4
COc1cccc(/C=C2\SC(=S)N(CCCC(=O)N3CCCCC3)C2=O)c1,-0.7,-17.6,2.0,5.9,1.5,.,-31.8,0.1,-1.2,.
O=CN1CCN(C(=O)c2ccc3c(c2)OCO3)CC1,0.1,-1.9,1.0,-7.3,.,-2.6,5.4,-0.1,.,-5.4
CCn1c(SCC(=O)NC2CCCCC2)nnc1-c1cc2cccc(OC)c2o1,1.6,-0.6,.,1.2,-0.3,3.4,50.8,-3.3,-2.3,-50.8
CCN(C(=O)Cc1c(C(=O)O)n(CC)c2ccccc12)c1cccc(C(F)(F)F)c1,0.0,-0.1,-0.7,-7.3,2.7,-4.7,-15.4,-0.2,0.5,15.4
CC(C)CCNC(=O)NC(=O)CSc1nnc(-c2ccccc2Br)o1,1.3,-4.6,-1.0,-8.1,0.3,2.5,-22.5,0.5,-0.1,22.5
O=C1CCCN1CCCNS(=O)(=O)c1cccs1,1.1,2.8,-0.7,2.1,2.0,-5.2,-55.5,0.7,2.6,55.5
c1ccc(Cn2c(-c3ccco3)nc3nc4ccccc4nc32)cc1,1.6,90.0*,37.6*,-6.2,2.4,-4.2,4.0,-2.5,-1.1,-4.0
O=C(Cc1cccs1)Nc1nc(-c2ccccc2)cs1,3.8,23.7,.,0.6,2.3,2.4,7.0,-2.1,-1.2,-7.0
CN(C)c1ccc(N=Nc2ccccc2C(=O)OCC(=O)N(C)C2CCCCC2)cc1,3.4,7.9,.,33.0,3.2,-1.2,-34.9,3.0,0.4,34.9
COC(=O)c1ccc(S(=O)(=O)N2CCN(C)CC2)n1C,3.9,-9.3,0.3,9.5,0.6,-3.1,-2.0,-0.4,1.9,2.0
Cc1ccc(S(=O)(=O)c2nc(S(=O)(=O)c3ccc(C)cc3)c(N3CCN(CCO)CC3)s2)cc1,-0.8,-9.8,-5.8,0.4,0.4,6.2,2.1,0.4,-4.4,-2.1
CS(=O)(=O)Nc1ccc2c(c1)ncn2CCc1ccccc1,3.6,4.4,6.0,1.1,0.9,0.5,-10.7,-2.6,-2.6,10.7
Cc1ccc(CNC(=O)C2COc3ccccc3O2)cc1 (centres undefined),2.0,18.9,-2.3,-3.2,-0.7,-0.9,0.0,-1.6,1.0,0.0
Nc1nc(-c2ccc3ccccc3c2)cs1,2.5,?,17.4,-2.9,-0.6,-2.0,-19.2,1.7,0.8,19.2
CCP(=O)(c1ccccc1)C(C)(C)O (centres undefined),1.1,-1.1,.,-0.7,0.9,.,-21.2,-0.7,-1.3,21.2
CC(C)c1ccc(S(=O)(=O)N2CCN(C(=O)Cc3ccsc3)CC2)cc1,0.8,6.6,2.3,6.0,-0.6,-3.2,9.1,-0.3,-0.3,-9.1
Cc1c(CCC(C)C)c(=O)n2c([nH]c3ccccc32)c1C#N,.,-19.4,.,3.2,2.8,-2.8,-1.5,1.0,0.5,1.5
Cc1ccc(C(=O)Nc2ccc3c(c2)OCO3)cc1S(=O)(=O)N1CCCCC1,1.7,23.5,.,-3.9,-0.9,-1.8,19.1,-0.7,0.4,-19.1
CCOc1cc(/C=C2/NC(=O)N(CC(=O)OC)C2=O)ccc1O,4.5,-2.9,1.2,1.3,0.0,0.8,-3.6,-0.5,3.3,3.6
CC(OC(=O)c1c[nH]c2ccccc12)C(=O)N1CCCC1 (centres undefined),5.8,6.6,-3.6,-7.5,0.3,.,-2.1,0.3,1.4,2.1
CCOc1ccc(OCCSc2ccc(S(=O)(=O)N3CCN(C)CC3)cn2)cc1,0.1,.,-3.4,0.3,0.8,-3.4,7.7,-0.5,-2.0,-7.7
C[n+]1ccc(/C=C/c2c[nH]c3ccccc23)cc1,5.4,-14.3,-2.1,2.1,3.8,-0.8,-11.6,0.8,-0.6,11.6
C=CCNc1nc2c(c(=O)n(C)c(=O)n2C)n1CCCCCC,0.9,.,.,4.6,0.7,0.5,10.0,-1.7,3.7,-10.0
O=C(COc1ccccc1)Nc1nnc(-c2ccc3c(c2)CCCC3)o1,-3.7,42.6,12.4,5.5,-0.2,.,1.4,-2.3,-6.3,-1.4
Cn1cc(C(=O)N2CCN(c3ccccc3)CC2)c(=O)c2cc(S(=O)(=O)N3CCCC3)ccc21,1.1,-1.2,0.5,-6.5,0.2,1.0,-18.2,0.1,0.3,18.2
O=C(NCc1ccccn1)c1cc(-n2cnnc2)ccc1Cl,4.2,.,-2.0,-0.8,6.3,-1.6,4.6,10.9,-1.7,-4.6
Cc1ccc(Oc2cc(NC(=O)CCCn3nc([N+](=O)[O-])c(Cl)c3C)cc([N+](=O)[O-])c2)cc1,1.5,-2.2,-5.6,6.9,2.5,-2.9,-12.8,-3.0,0.2,12.8
Cc1ccc(SSc2cc(C)ccc2N)c(N)c1,3.2,35.7,14.0,2.0,1.6,-3.6,-4.5,-0.3,-1.6,4.5
CCc1cccc(CC)c1NC(=O)C1CCN(C(=O)c2ccco2)CC1,-1.4,4.4,-0.1,2.6,3.9,-1.0,-6.8,-2.7,-1.4,6.8
c1ccc(OCc2nnc3n2CCCCC3)cc1,1.5,0.3,1.3,2.3,0.6,-2.2,-20.8,0.0,0.4,20.8
CSCCC(NC(=O)COc1ccccc1)C(=O)N(C)Cc1cccc(F)c1 (centres undefined),5.3,-1.7,1.3,-3.4,1.1,-2.7,-1.3,-0.4,-0.2,1.3
O=C(NC1CCCCC1)C(c1ccccc1F)N(Cc1ccco1)C(=O)Cn1nnc2ccccc21 (centres undefined),1.9,3.4,.,-0.8,1.3,1.1,2.0,0.5,0.1,-2.0
COc1ccc(OC)c(Nc2c3ccccc3nc3ccccc23)c1,1.8,-10.1,0.4,0.0,2.8,-3.2,27.3,.,2.3,-27.3
O=C(C1CCN(S(=O)(=O)c2ccccc2F)CC1)N1CCCC1,3.8,-3.9,-0.9,1.3,.,7.3,13.2,-2.7,.,-13.2
